NSD2 inh – inhibitors of human NSD2 methyltransferase | O96028 | NSD2-SET H3K36me1 DELFIA fluorescence, biochemical | inhibition, % at 12.5 µM | 44,000 compounds, 0.07% hits | AID 624260; in the data active = inhibition above about 54%, passing the limit was not always enough;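 note: inhibitors reduce the monomethyl H3K36 fluorescence signal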
Target sequence (O96028 whole entry, looked up): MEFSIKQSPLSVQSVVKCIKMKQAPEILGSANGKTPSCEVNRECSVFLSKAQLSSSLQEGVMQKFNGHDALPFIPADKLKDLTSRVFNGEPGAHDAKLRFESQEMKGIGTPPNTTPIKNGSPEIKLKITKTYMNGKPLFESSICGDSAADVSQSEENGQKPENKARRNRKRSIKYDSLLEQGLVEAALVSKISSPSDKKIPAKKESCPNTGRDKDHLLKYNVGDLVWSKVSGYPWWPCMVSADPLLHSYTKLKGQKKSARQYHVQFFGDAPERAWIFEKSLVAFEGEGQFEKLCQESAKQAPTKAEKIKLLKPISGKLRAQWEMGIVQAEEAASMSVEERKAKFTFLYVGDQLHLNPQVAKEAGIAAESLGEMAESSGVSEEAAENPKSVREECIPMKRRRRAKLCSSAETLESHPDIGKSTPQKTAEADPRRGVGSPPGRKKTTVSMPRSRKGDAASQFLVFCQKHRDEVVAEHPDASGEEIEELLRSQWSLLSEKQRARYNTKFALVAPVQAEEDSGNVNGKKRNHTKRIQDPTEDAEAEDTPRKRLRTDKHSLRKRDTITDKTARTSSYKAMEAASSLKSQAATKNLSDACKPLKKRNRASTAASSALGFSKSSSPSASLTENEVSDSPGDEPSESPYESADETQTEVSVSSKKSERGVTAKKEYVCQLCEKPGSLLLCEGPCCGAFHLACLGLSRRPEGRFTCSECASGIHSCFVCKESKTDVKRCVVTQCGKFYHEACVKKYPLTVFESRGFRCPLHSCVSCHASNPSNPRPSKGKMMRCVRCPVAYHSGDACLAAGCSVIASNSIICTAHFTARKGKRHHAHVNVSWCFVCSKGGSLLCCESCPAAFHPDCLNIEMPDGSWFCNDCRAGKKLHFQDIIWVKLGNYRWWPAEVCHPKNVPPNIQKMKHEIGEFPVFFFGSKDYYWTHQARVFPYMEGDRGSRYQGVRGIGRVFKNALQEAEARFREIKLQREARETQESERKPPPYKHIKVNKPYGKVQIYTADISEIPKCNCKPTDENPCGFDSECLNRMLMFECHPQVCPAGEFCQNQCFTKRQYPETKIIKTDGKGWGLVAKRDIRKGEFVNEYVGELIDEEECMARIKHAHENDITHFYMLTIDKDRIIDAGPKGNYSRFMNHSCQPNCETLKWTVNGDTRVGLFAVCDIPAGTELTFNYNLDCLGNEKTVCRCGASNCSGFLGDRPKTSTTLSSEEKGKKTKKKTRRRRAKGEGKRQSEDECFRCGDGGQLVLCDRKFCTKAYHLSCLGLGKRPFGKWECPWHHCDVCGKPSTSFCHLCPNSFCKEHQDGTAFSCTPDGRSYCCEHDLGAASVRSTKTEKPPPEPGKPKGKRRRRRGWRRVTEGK
* marks the source's active call; other numbers are inactive results.

How did C[C@H]1CN([C@@H](C)CO)C(=O)Cc2cc(NC(=O)NC3CCCCC3)ccc2O[C@@H]1CN(C)C(=O)Nc1ccc(F)cc1 do in these assays?
NSD2 inh: 3

What do the screens show for `C[C@H]1CN([C@@H](C)CO)C(=O)c2cc(C3=CCCC3)cnc2O[C@H]1CN(C)C(=O)C1CC1`?
NSD2 inh: 4

How did C[C@@H]1CCCCO[C@@H](CN(C)Cc2ccc(Cl)c(Cl)c2)[C@@H](C)CN([C@H](C)CO)C(=O)c2cc(NS(=O)(=O)c3ccc(Cl)cc3)ccc2O1 do in these assays?
NSD2 inh: 2

What do the screens show for `CC(C)NC(=O)Nc1cccc2c1O[C@@H](CN(C)S(=O)(=O)c1cccs1)[C@H](C)CN([C@H](C)CO)C2=O`?
NSD2 inh: 0

Results for Cc1ccc(-c2ccc3c(c2)O[C@H](CN(C)CC2CC2)[C@H](C)CN([C@@H](C)CO)S3(=O)=O)cc1 ?
NSD2 inh: 10

How did C[C@@H]1CN([C@@H](C)CO)C(=O)c2cc(NC(=O)CCCN(C)C)ccc2O[C@H]1CN(C)Cc1ccccc1 do in these assays?
NSD2 inh: 0

Results for C[C@H]1CN([C@@H](C)CO)C(=O)c2cc(NC(=O)Cc3ccccc3)ccc2O[C@@H]1CN(C)Cc1ccncc1 ?
NSD2 inh: 2

How did C[C@H](CO)N1C[C@H](C)[C@@H](CN(C)Cc2ccc(F)cc2)Oc2cc(C#CC3CC3)ccc2S1(=O)=O do in these assays?
NSD2 inh: -1

What do the screens show for `COc1ccccc1S(=O)(=O)N(C)C[C@H]1OCc2cnnn2CCCC(=O)N([C@H](C)CO)C[C@H]1C`?
NSD2 inh: 0

How did C[C@@H]1CN([C@H](C)CO)C(=O)c2cc(NC(=O)Cc3ccccc3)ccc2O[C@@H](C)CCCCO[C@@H]1CN(C)S(=O)(=O)c1ccccc1 do in these assays?
NSD2 inh: 2

How did C[C@@H]1CN([C@@H](C)CO)C(=O)c2c(c3ccccc3n2C)-c2ccccc2CO[C@@H]1CN(C)C(=O)CCN(C)C do in these assays?
NSD2 inh: -4

How did CC(C)=CCC/C(C)=C/CC(O)/C(C)=C/Cc1cc(C(=O)O)ccc1O (centres undefined) do in these assays?
NSD2 inh: 8

What do the screens show for `CNC[C@@H]1Oc2ccc(NC(=O)Cc3ccccc3)cc2C(=O)N([C@H](C)CO)C[C@H]1C`?
NSD2 inh: 7

Results for C/C=C/c1ccc2c(c1)O[C@H](CN(C)C(=O)Nc1ccc(F)cc1)[C@@H](C)CN([C@@H](C)CO)S2(=O)=O ?
NSD2 inh: 0

Results for CCC(=O)N(C)C[C@@H]1Oc2ncc(C#Cc3ccccc3OC)cc2C(=O)N([C@H](C)CO)C[C@@H]1C ?
NSD2 inh: -3

How did CS(=O)(=O)Nc1ccc2c(c1)[C@@H]1C[C@@H](CC(=O)NCc3ccc(Cl)cc3)O[C@@H](CO)[C@@H]1O2 do in these assays?
NSD2 inh: -5

Results for Cc1noc(C)c1NC(=O)N(C)C[C@H]1OCCCC[C@@H](C)Oc2ccc(NC(=O)Nc3ccc(F)cc3)cc2C(=O)N([C@@H](C)CO)C[C@H]1C ?
NSD2 inh: 1

Results for Cc1noc(C)c1S(=O)(=O)N(C)C[C@H]1Oc2ccc(NS(=O)(=O)c3ccccc3)cc2C(=O)N([C@H](C)CO)C[C@H]1C ?
NSD2 inh: 1

How did CC(C)NC(=O)Nc1ccc2c(c1)C(=O)N([C@H](C)CO)C[C@@H](C)[C@@H](CN(C)CC1CCCCC1)OCCCC[C@@H](C)O2 do in these assays?
NSD2 inh: 8

How did C[C@H](CO)N1C[C@H](C)[C@@H](CN(C)C(=O)NC2CCCCC2)Oc2ccc(NC(=O)CCN3CCOCC3)cc2CC1=O do in these assays?
NSD2 inh: 4

How did C[C@@H]1CC[C@]2(C)[C@H](CC[C@@H](O)[C@]2(C)O)[C@@]1(C)CC(=O)c1ccoc1 do in these assays?
NSD2 inh: -1

How did C[C@H](CO)N1C[C@H](C)[C@H](CN(C)C(=O)NC2CCCC2)Oc2ncc(-c3ccccc3)cc2C1=O do in these assays?
NSD2 inh: 7

Results for C[C@@H]1CN([C@@H](C)CO)C(=O)c2cc(C#CC3CCCCC3)cnc2O[C@@H]1CN(C)S(C)(=O)=O ?
NSD2 inh: 0

What do the screens show for `C[C@@H]1CN([C@H](C)CO)C(=O)Cc2cc(NC(=O)C3CCCCC3)ccc2O[C@@H]1CN(C)C(=O)Nc1cccc2ccccc12`?
NSD2 inh: -2

Results for CC(=O)N(C)C[C@@H]1Oc2ncc(C#CCc3ccccc3)cc2C(=O)N([C@H](C)CO)C[C@@H]1C ?
NSD2 inh: -4

Results for C[C@@H]1CN([C@H](C)CO)C(=O)Cc2cc(NS(=O)(=O)c3ccc(Cl)cc3)ccc2O[C@@H]1CN(C)S(=O)(=O)c1ccc(Cl)cc1 ?
NSD2 inh: 2

What do the screens show for `C[C@H](CO)N1C[C@H](C)[C@H](CN(C)C(=O)Nc2ccc(F)cc2)Oc2ccc(NC(=O)Nc3ccccc3)cc2CC1=O`?
NSD2 inh: 2

Results for C[C@H]1CN([C@@H](C)CO)C(=O)c2cc(/C=C/c3ccccc3)cnc2O[C@@H]1CN(C)Cc1ccc2c(c1)OCO2 ?
NSD2 inh: 5

Results for O=C(NO)c1cccc(C(=O)N/N=C/c2cc3c(cc2Br)OCO3)c1 ?
NSD2 inh: 5

What do the screens show for `C[C@H]1CN([C@@H](C)CO)C(=O)c2cc(-c3cccc(F)c3)cnc2O[C@@H]1CN(C)C(=O)Nc1ccccc1F`?
NSD2 inh: -5

Results for C[C@@H]1CN([C@@H](C)CO)C(=O)c2cc(NC(=O)Nc3ccc(F)cc3)ccc2O[C@H]1CN(C)Cc1ccccc1 ?
NSD2 inh: 3

What do the screens show for `COc1ccccc1-c1ccc2c(c1)O[C@@H](CN(C)C(=O)Nc1cccc(F)c1)[C@H](C)CN([C@H](C)CO)S2(=O)=O`?
NSD2 inh: -4

How did C[C@H](CO)N1C[C@H](C)[C@@H](CN(C)C(=O)Nc2ccc3c(c2)OCO3)Oc2ccc(NS(C)(=O)=O)cc2C1=O do in these assays?
NSD2 inh: 3

What do the screens show for `C[C@@H]1CN([C@H](C)CO)C(=O)c2cc(NS(C)(=O)=O)ccc2O[C@H]1CN(C)S(=O)(=O)c1ccccc1`?
NSD2 inh: -3

How did COc1cccc(NC(=O)N[C@@H]2C=C[C@H](CC(=O)NCc3ccncn3)O[C@H]2CO)c1 do in these assays?
NSD2 inh: 0

How did COc1ccc(NC(=O)N(C)C[C@@H]2Oc3ccc(NC(=O)Nc4ccc(F)cc4)cc3C(=O)N([C@@H](C)CO)C[C@H]2C)cc1 do in these assays?
NSD2 inh: 12

Results for C[C@@H]1CN([C@@H](C)CO)C(=O)c2cccc(NS(=O)(=O)c3ccc(F)cc3)c2O[C@@H]1CN(C)C(=O)Nc1ccc2c(c1)OCO2 ?
NSD2 inh: 18

What do the screens show for `COc1ccc(S(=O)(=O)N(C)C[C@H]2Oc3ccc(NC(=O)Nc4cccc5ccccc45)cc3C(=O)N([C@@H](C)CO)C[C@@H]2C)cc1`?
NSD2 inh: -1

Results for C[C@@H]1CN([C@H](C)CO)C(=O)Cc2cc(NC(=O)c3ccncc3)ccc2O[C@H]1CN(C)C(=O)Nc1ccc(F)cc1 ?
NSD2 inh: 1

What do the screens show for `C[C@@H]1CN([C@H](C)CO)C(=O)c2cc(C#CC3CCCCC3)cnc2O[C@H]1CN(C)S(=O)(=O)c1cccc(F)c1`?
NSD2 inh: 0

How did COc1cccc(-c2ccc3c(c2)O[C@H](CN(C)C(=O)C2CCOCC2)[C@@H](C)CN([C@@H](C)CO)S3(=O)=O)c1 do in these assays?
NSD2 inh: -11

What do the screens show for `O=C(O)C[C@H]1C[C@H]2c3cc(NC(=O)CC4CC4)ccc3O[C@H]2[C@H](CO)O1`?
NSD2 inh: 2

How did C[C@@H]1CN([C@@H](C)CO)C(=O)c2cc(C#C[C@@H](C)O)cnc2O[C@@H]1CN(C)C(=O)CC1CC1 do in these assays?
NSD2 inh: 3

What do the screens show for `COc1ccc(S(=O)(=O)Nc2cccc3c2O[C@H](CN(C)C(=O)NC2CCCCC2)[C@@H](C)CN([C@H](C)CO)C3=O)cc1`?
NSD2 inh: 2

What do the screens show for `C[C@@H]1CN([C@@H](C)CO)C(=O)c2cc(NC(=O)Nc3cccc4ccccc34)ccc2O[C@@H](C)CCCCO[C@@H]1CN(C)S(=O)(=O)c1cn(C)cn1`?
NSD2 inh: 4

Results for C[C@H](CO)N1C[C@H](C)[C@H](CN(C)C(=O)Nc2ccccc2)Oc2ncc(C#Cc3ccc(F)cc3)cc2C1=O ?
NSD2 inh: -11

Results for C[C@@H]1CN([C@@H](C)CO)C(=O)c2cccc(NC(=O)Nc3ccc4c(c3)OCO4)c2O[C@H]1CN(C)S(C)(=O)=O ?
NSD2 inh: 3

Results for COc1ccc(S(=O)(=O)Nc2cccc3c2O[C@H](CN(C)S(=O)(=O)c2ccccc2)[C@H](C)CN([C@@H](C)CO)C3=O)cc1 ?
NSD2 inh: -5

What do the screens show for `C[C@@H]1CN([C@@H](C)CO)C(=O)c2cc(NC(=O)c3ccncc3)ccc2O[C@H]1CN(C)Cc1ccc(-c2ccccc2)cc1`?
NSD2 inh: 0

What do the screens show for `C[C@H](CO)N1C[C@H](C)[C@@H](CN(C)C(=O)CCCN(C)C)OCCCC[C@H](C)Oc2ccc(NS(=O)(=O)c3cccs3)cc2C1=O`?
NSD2 inh: 1

Results for C[C@H](CO)N1C[C@H](C)[C@H](CN(C)CC2CC2)Oc2ccc(NC(=O)Cc3ccccc3)cc2C1=O ?
NSD2 inh: -3

How did C[C@H]1CCCCO[C@H](CN(C)C(=O)Nc2ccc(F)cc2)[C@@H](C)CN([C@@H](C)CO)C(=O)c2cc(NC(=O)CCCN(C)C)ccc2O1 do in these assays?
NSD2 inh: 11

Results for CCC(=O)N(C)C[C@H]1Oc2cc(-c3cccc(F)c3)ccc2S(=O)(=O)N([C@@H](C)CO)C[C@H]1C ?
NSD2 inh: 3

Results for CNC[C@H]1Oc2ccc(NC(=O)Cc3ccccc3)cc2CC(=O)N([C@@H](C)CO)C[C@@H]1C ?
NSD2 inh: 2

What do the screens show for `CNC[C@H]1Oc2ccc(NC(=O)Cn3cnnn3)cc2CC(=O)N([C@@H](C)CO)C[C@H]1C`?
NSD2 inh: 0

What do the screens show for `C/C=C/c1cnc2c(c1)C(=O)N([C@H](C)CO)C[C@@H](C)[C@@H](CN(C)S(=O)(=O)c1cn(C)cn1)O2`?
NSD2 inh: 0

Results for C[C@@H]1CN([C@H](C)CO)C(=O)c2cc(NC(=O)CCCN(C)C)ccc2O[C@@H](C)CCCCO[C@@H]1CN(C)Cc1ccc(C(=O)O)cc1 ?
NSD2 inh: 0

How did Cc1nc2ccc(NC(=O)Nc3ccnc4cccnc34)cc2o1 do in these assays?
NSD2 inh: 2

Results for Cc1ccc(S(=O)(=O)N(C)C[C@H]2Oc3cc(C#CC4CCCC4)ccc3S(=O)(=O)N([C@H](C)CO)C[C@H]2C)cc1 ?
NSD2 inh: -1

Results for C[C@@H]1CN([C@H](C)CO)C(=O)c2cc(NC(=O)c3ccccc3)ccc2O[C@@H](C)CCCCO[C@H]1CN(C)C(=O)Nc1ccc2c(c1)OCO2 ?
NSD2 inh: -2

For convenience, five of the compounds above.
How did COc1cccc(-c2ccc3c(c2)O[C@H](CN(C)C(=O)C2CCOCC2)[C@@H](C)CN([C@@H](C)CO)S3(=O)=O)c1 do in these assays?
NSD2 inh: -11

What do the screens show for `O=C(O)C[C@H]1C[C@H]2c3cc(NC(=O)CC4CC4)ccc3O[C@H]2[C@H](CO)O1`?
NSD2 inh: 2

How did C[C@@H]1CN([C@@H](C)CO)C(=O)c2cc(C#C[C@@H](C)O)cnc2O[C@@H]1CN(C)C(=O)CC1CC1 do in these assays?
NSD2 inh: 3

What do the screens show for `COc1ccc(S(=O)(=O)Nc2cccc3c2O[C@H](CN(C)C(=O)NC2CCCCC2)[C@@H](C)CN([C@H](C)CO)C3=O)cc1`?
NSD2 inh: 2

What do the screens show for `C[C@@H]1CN([C@@H](C)CO)C(=O)c2cc(NC(=O)Nc3cccc4ccccc34)ccc2O[C@@H](C)CCCCO[C@@H]1CN(C)S(=O)(=O)c1cn(C)cn1`?
NSD2 inh: 4

Following part.
Results for O=C(NO)c1ccc(C(=O)N/N=C/c2ccccc2Br)cc1 ?
NSD2 inh: 12

How did C[C@H]1CN([C@@H](C)CO)C(=O)c2cc(C3=CCCCC3)cnc2O[C@@H]1CN(C)Cc1ccncc1 do in these assays?
NSD2 inh: 4

What do the screens show for `CC(C)NC(=O)N[C@H]1C=C[C@H](CC(=O)NCc2ccc(Oc3ccccc3)cc2)O[C@@H]1CO`?
NSD2 inh: -21

Results for C[C@@H]1CN([C@H](C)CO)C(=O)c2ccccc2-c2ccccc2CO[C@@H]1CN(C)C(=O)N[C@H](C)c1ccccc1 ?
NSD2 inh: -6

What do the screens show for `COc1ccc(S(=O)(=O)N(C)C[C@@H]2OCCCC[C@@H](C)Oc3ccc(NS(=O)(=O)c4c(C)noc4C)cc3C(=O)N([C@H](C)CO)C[C@H]2C)cc1`?
NSD2 inh: 4

Results for COc1ccc([Si](C)(C)[C@H]2[C@H](CCn3cc(CCO)nn3)O[C@@]3(C(=O)N(C)c4ccccc43)[C@@H]2C)cc1 ?
NSD2 inh: -1

Results for C[C@H]1CN([C@@H](C)CO)C(=O)Cc2cc(NC(=O)CCCCCC(=O)Nc3ccccc3N)ccc2O[C@@H]1CN(C)C(=O)Nc1ccc2c(c1)OCO2 ?
NSD2 inh: -2

Results for C[C@H](CO)N1C[C@H](C)[C@@H](CN(C)C(=O)Nc2ccc(N3CCCCC3)cc2)OCc2cn(nn2)CCCC1=O ?
NSD2 inh: 4

What do the screens show for `O=C(C[C@@H]1C[C@H]2c3cc(NC(=O)NC4CCCC4)ccc3O[C@H]2[C@H](CO)O1)NCCc1ccccc1`?
NSD2 inh: 1

What do the screens show for `COCCNC(=O)C[C@H]1C[C@@H]2c3cc(NC(=O)Nc4ccc(F)cc4)ccc3O[C@@H]2[C@@H](CO)O1`?
NSD2 inh: 16

Bioassay records (PubChem)

Not all compounds are listed (hit frequency here may not be typical).
